L3MBTL1 block: qHTS Assay for the Inhibitors of L3MBTL1; Lethal(3)malignant brain tumor-like protein 1 (Homo sapiens), Q9Y468; AlphaScreen L3MBTL1–H3K9me1 peptide binding; Potency, µM (top dose mostly 57.1 µM), without a hit: at the top dose activity, negative = inhibition, most hits filed as inhibitors; 230,000 tested, 0.66% active; AID 485360, 2010; further: on the % scale 0 is the no-effect control and ±100 the full control effect; nearly all actives have a fitted effect of over 60% in size
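Read-out is AlphaScreen signal from streptavidin donor and nickel chelate acceptor beads (10 ug/mL final each) bridging L3MBTL1 (50 nM) and biotinylated K9-monomethylated H3(1-15) peptide (75 nM), after 30 min compound exposure at room temperature.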
JMJD2E inh: qHTS Assay for Inhibitors of Human Jumonji Domain Containing 2E (JMJD2E); AID 2147, 2009; JMJD2E catalytic domain, FDH-coupled NADH fluorescence (FDH is formaldehyde dehydrogenase); Lysine-specific demethylase 4E (Homo sapiens), B2RXH2; 230,000 tested, 1.6% active; Potency, µM (series often up to 57.1 µM), for the others: at the top dose activity change, negative = inhibition, most hits filed as inhibitors; active means well fitted inhibition curve with a large enough effect, not every such curve was filed as active; inconclusive means small, poorly fitted or top-dose-only effect, or another doubt; inactive means no such curve, though single readings can be large or run the other way;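 further: 0% = wells with enzyme and -100% = buffer wells without enzyme; nearly all actives have a fitted effect of over 50% in size; many of its hits are not listed in these tables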
Target sequence (B2RXH2 1-337 limits assumed): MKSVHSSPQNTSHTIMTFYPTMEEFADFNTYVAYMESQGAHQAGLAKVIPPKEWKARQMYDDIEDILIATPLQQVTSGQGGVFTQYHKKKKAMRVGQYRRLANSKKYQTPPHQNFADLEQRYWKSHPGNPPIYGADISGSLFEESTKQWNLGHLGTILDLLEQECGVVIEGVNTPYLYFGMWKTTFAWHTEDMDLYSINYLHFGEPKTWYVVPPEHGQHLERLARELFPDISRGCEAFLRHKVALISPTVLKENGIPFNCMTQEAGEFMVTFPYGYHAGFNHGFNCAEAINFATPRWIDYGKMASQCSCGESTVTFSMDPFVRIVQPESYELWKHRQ
KinaseGlo FLuc: Counterscreen for Luciferase (Kinase-Glo TM) Inhibition; Luciferin 4-monooxygenase (Photuris pensylvanica), Q27757; Kinase-Glo luciferase, ATP luminescence, 8 min; Potency, µM (highest dose often 38.3 µM), for the others: at the highest dose activity change, negative = inhibition, usual class: inhibitors; 200,000 tested, 0.28% active; AID 1379, 2008; further: on the % scale 0 is the no-effect control and ±100 the full control effect; nearly all actives have a fitted effect of over 60% in size
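Compounds were added to a substrate mix at pH 7.2 (50 mM imidazole, 10 uM ATP, within the enzyme's linear range), followed by Kinase-Glo detection reagent; luminescence was measured after 8 minutes at ambient temperature.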
RECQ1 inh: qHTS Assay for Inhibitors of RecQ-Like Dna Helicase 1 (RECQ1). ATP-dependent DNA helicase Q1 (Homo sapiens), P46063. RECQ1 DNA unwinding, red fluorescence kinetic read. Potency, µM (series often up to 57.3 µM), inactives show at the top dose activity, negative = inhibition, actives largely listed as inhibitors. 240,000 tested, 0.54% active. AID 2549, 2010;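 further: plate controls were vehicle for no effect and no enzyme for full effect; nearly all actives have a fitted effect of over 30% in size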
Target sequence (P46063 whole entry, looked up): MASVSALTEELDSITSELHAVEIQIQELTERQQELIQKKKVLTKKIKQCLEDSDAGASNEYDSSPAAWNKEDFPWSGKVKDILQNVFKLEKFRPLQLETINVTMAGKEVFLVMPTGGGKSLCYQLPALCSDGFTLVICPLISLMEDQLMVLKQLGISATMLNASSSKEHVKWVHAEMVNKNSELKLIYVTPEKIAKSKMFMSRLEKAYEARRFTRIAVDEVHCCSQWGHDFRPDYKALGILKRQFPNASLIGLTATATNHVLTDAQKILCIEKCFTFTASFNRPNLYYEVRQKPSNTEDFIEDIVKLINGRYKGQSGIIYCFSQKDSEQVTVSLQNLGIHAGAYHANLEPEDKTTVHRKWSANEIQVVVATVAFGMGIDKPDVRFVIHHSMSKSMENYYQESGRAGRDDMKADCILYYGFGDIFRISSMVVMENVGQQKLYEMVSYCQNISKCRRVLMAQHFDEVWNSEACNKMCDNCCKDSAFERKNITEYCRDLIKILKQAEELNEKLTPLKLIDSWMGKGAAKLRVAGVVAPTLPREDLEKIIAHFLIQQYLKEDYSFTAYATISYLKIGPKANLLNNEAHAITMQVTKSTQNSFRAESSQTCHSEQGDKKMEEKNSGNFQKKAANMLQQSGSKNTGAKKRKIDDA
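50 nM RECQ1T1 preincubated 15 min with compound in Tris pH 8.0 buffer with MgCl2, DTT, Tween-20 and 2.5 ug/ml poly(dI-dC); started with 200 nM TAMRA/BHQ-2 forked duplex and 2 mM ATP. Unwinding read as fluorescence (525/598 nm), two reads 2 h apart.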
SMN2 splice enh: qHTS Assay for Enhancers of SMN2 Splice Variant Expression | HEK293 SMN2-luciferase splicing reporter, luminescence, 30-36 h | AID 1458, 2008 | Potency, µM (doses to about 46.1 µM), for the others: at the highest dose activity change, positive = activation, actives largely listed as activators | 210,000 tested, 2.8% active; further: % of control where 0% means no effect; nearly all actives have a fitted effect of over 55% in size
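HEK293 cells carry an SMN2 minigene-luciferase reporter in which exon 7 inclusion puts luciferase in frame. Cells were seeded at 2000 cells/well, attached for 10-12 hours, then exposed to compounds for 30-36 hours at 37C before ONE-Glo luminescence.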
Lamin A splicing: qHTS Assay for Modulators of Lamin A Splicing; Potency, µM (titrated, usually from 46.1 µM), for inactives: at the top dose ratio change, negative = inhibition, actives largely listed as inhibitors; AID 1487, 2009; HeLa LMNA splicing GFP/RFP minigene ratio, 48 h; 200,000 tested, 0.01% active; active means well fitted inhibition curve with a large enough effect in the signal ratio, with a control signal flat, not every such curve was filed as active; inconclusive means small, poorly fitted or top-dose-only effect, or effect the other way, or a change in a side signal; the % refers to the signal ratio; further: on the % scale 0 is the no-effect control and ±100 the full control effect
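S3 HeLa cells stably expressing lamin A-EGFP splicing minigene plus DsRed2, 600 cells/well, 48 h compound exposure at 37C. Laser-scanning cytometry; analysed as GFP (500-530 nm)/RFP (575-640 nm) total intensity ratio; 0.5% DMSO vehicle.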
Tau ThT inhib: qHTS for Inhibitors of Tau Fibril Formation, Thioflavin T Binding; 270,000 tested, 2.1% active; recombinant tau K18 P301L (four-repeat tau fragment), heparin-induced fibrillization, ThT fluorescence; Potency, µM (titrated, usually from 57.4 µM), for inactives: at the top dose activity, negative = inhibition, usual class: inhibitors; further: on the % scale 0 is the no-effect control and ±100 the full control effect; nearly all actives have a fitted effect of over 55% in size
Target sequence (P10636 561-689 P618L limits assumed): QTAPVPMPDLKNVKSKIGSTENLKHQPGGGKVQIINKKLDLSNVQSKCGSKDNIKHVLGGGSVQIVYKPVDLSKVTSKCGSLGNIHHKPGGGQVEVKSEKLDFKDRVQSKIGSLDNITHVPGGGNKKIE
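Aggregation was driven by heparin (20 uM final) acting on recombinant tau […] bearing P301L in 100 mM sodium acetate pH 7; fibrils were detected with Thioflavin T.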
ALDH1A1 block: qHTS Assay for Inhibitors of Aldehyde Dehydrogenase 1 (ALDH1A1); Potency, µM (highest dose often 75.3 µM), for the others: at the top dose activity, negative = inhibition, actives largely listed as inhibitors; 220,000 tested, 7.3% active; Aldehyde dehydrogenase 1A1 (Homo sapiens), P00352; Purified ALDH1A1, NADH fluorescence, propionaldehyde substrate; active means well fitted inhibition curve with a large enough effect, not every such curve was filed as active; inconclusive means small, poorly fitted or top-dose-only effect, or another doubt; inactive means no such curve, though single readings can be large or run the other way;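 further: plate controls were no enzyme wells and a reference inhibitor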
* marks the source's active call; other numbers are inactive results; i = inactive; ? = inconclusive; nt = no result given; & = joins results of further samples; [ ] = another dose, or the depositor's remark. Unless noted, the call rests on the fitted dose curve; in most records, active means well fitted curve in the direction sought with a large enough effect; inconclusive means small, poorly fitted or top-dose-only effect, or another doubt; inactive means no such curve, though single readings can be large; an effect the other way counts as inactive or inconclusive. Potency means the concentration at half of the fitted maximal effect. Only part of the results is shown. The share of hits here may be higher or lower than overall.

| SMILES | L3MBTL1 block | JMJD2E inh | KinaseGlo FLuc | RECQ1 inh | SMN2 splice enh | Lamin A splicing | Tau ThT inhib | ALDH1A1 block |
| --- | --- | --- | --- | --- | --- | --- | --- | --- |
| COc1ccc(CNC(=O)c2ccc[nH]2)cc1Cl | -8% | 9% | -5% | i | -9% | 2%[46 µM] | -2% | 2% |
| COc1cccc(NC2=Nc3cccc4cccc2c34)c1 | -6% | -1% | -1% | -10% | 14% | -23% | 11µM* | 1% |
| Cc1cc(Cl)c(S(=O)(=O)N2CCN(c3ccccc3)CC2)cc1OCC(N)=O | 4% | 5% | 2% | 1% | -33%[inhibitor] | ? | -4% | 2% |
| O=C(c1cccc(S(=O)(=O)N2CCCC2)c1)N1CCN(c2ncccn2)CC1 | 4% | ? | -1% | i | -8% | -4% | 5% | -5% |
| CC(O)CNc1cnccn1 (stereo not given) | nt | ? | 10% | -1% | -27% | nt | 5% | ? |
| O=C(CN1CCCC1)Nc1ccccc1Cl | nt | 1% | 5% | -2% | -8% | 12% | -11% | 12% |
| O=C(CSc1nnc(NC(=O)c2ccc3c(c2)OCO3)s1)NCc1ccco1 | 3% | ? | -11% | -1% | 4µM* | ? | 0% | 5% |
| Cc1cc(C(C)(C)C)oc1C(=O)N(CC(=O)NC1CCCC1)c1ccc(F)cc1 | -4% | 0% | -1% | i | -18% | -22% | -12% | -6% |
| O=C(O)c1ccc(-c2ccccc2Cl)o1 | 5% | 5% | 0% | -5% | -4% | -2% | -3% | 4% |
| COC(=O)c1cccc(C#CC(NP(=O)(c2ccccc2)c2ccccc2)c2ccccc2)c1 (stereo not given) | nt | -28%&-9% | -3% | -6% | -7% | nt | -7%&1% | 13µM* |

Continued, starting with the last 5 of the part before.
| SMILES | L3MBTL1 block | JMJD2E inh | KinaseGlo FLuc | RECQ1 inh | SMN2 splice enh | Lamin A splicing | Tau ThT inhib | ALDH1A1 block |
| --- | --- | --- | --- | --- | --- | --- | --- | --- |
| O=C(CN1CCCC1)Nc1ccccc1Cl | nt | 1% | 5% | -2% | -8% | 12% | -11% | 12% |
| O=C(CSc1nnc(NC(=O)c2ccc3c(c2)OCO3)s1)NCc1ccco1 | 3% | ? | -11% | -1% | 4µM* | ? | 0% | 5% |
| Cc1cc(C(C)(C)C)oc1C(=O)N(CC(=O)NC1CCCC1)c1ccc(F)cc1 | -4% | 0% | -1% | i | -18% | -22% | -12% | -6% |
| O=C(O)c1ccc(-c2ccccc2Cl)o1 | 5% | 5% | 0% | -5% | -4% | -2% | -3% | 4% |
| COC(=O)c1cccc(C#CC(NP(=O)(c2ccccc2)c2ccccc2)c2ccccc2)c1 (stereo not given) | nt | -28%&-9% | -3% | -6% | -7% | nt | -7%&1% | 13µM* |
| C/C(=N\N=C1\NC(=O)C(CC(=O)Nc2ccc(Cl)cc2)S1)c1ccco1 (stereo not given) | ? | 7% | 4% | -10% | -3% | 6%[46 µM] | -8% | -6% |
| COC(=O)c1cccc(C23CC4(C2)[C@H](CN(C)[C@@H]4c2ccccc2)C3c2ccc(C(F)(F)F)cc2)c1 (stereo not given in full) | nt | -27%&-3% | -3% | -10% | -10% | nt | -5%&-6% | 4% |
| Cc1cc(/C=N/Nc2ccc([N+](=O)[O-])cn2)c(C)n1-c1ccc(C(=O)O)cc1 | nt | -19% | -1% | 18µM* | -9% | nt | 4.5µM* | ? |
| Cc1ccc(C(=O)CSc2nnc(-c3ccccc3)n2-c2ccccc2)o1 | 36%[activator] | -1% | 1% | 0% | -30%[inhibitor] | -3% | -2% | -2% |
| CC(C)c1ccccc1NC(=O)CCc1nc2ccccc2s1 | -2% | 8% | -3% | ? | -4% | 0% | ? | -5% |
| Cc1[nH]n(-c2ccccc2)c(=O)c1C(=O)c1ccc([N+](=O)[O-])cc1 | 5% | -4% | -1% | -3% | nt | ? | ? | -14% |
| Cc1ccccc1C(=O)NNC(=S)NC(=O)c1ccccc1 | 10% | -8% | 2% | -16% | -44%[inhibitor] | ? | -4% | 14µM* |
| COCC(=O)N1CCC2(CC1)CN(Cc1cc(C(F)(F)F)cc(C(F)(F)F)c1)C2 | nt | nt | -4% | i | -13% | nt | nt | 3% |
| O=C(CSc1nc2ccccc2n1S(=O)(=O)c1cccc([N+](=O)[O-])c1)NCCc1ccccc1 | 11% | -3% | 2% | -12% | -13% | -2% | -16% | 6% |
| C=CCN1C(=O)OC2(CCCCC2)C1(C)O (stereo not given) | -4% | -4% | 2% | 0% | 0% | 12% | 1% | 8% |
| CCOC(=O)C1CCN(c2c(NCCCN(CC)Cc3ccccc3)c(=O)c2=O)CC1 | -2% | 5% | -5% | -3% | -14% | 8% | -16% | 0% |
| COc1cc(OC)cc(-c2nc3ccccc3c(=O)n2OC(=O)c2ccc(Br)cc2)c1 | 4% | ? | -2% | -1% | -12%[1.84 µM] | ? | -7% | -4% |
| COCc1nnc(NC(=O)c2ccco2)s1 | 6% | 0% | -9% | -4% | -8% | -3% | -3% | 8% |
| Cc1c(Cl)cccc1NC(=O)CCCn1cnc([N+](=O)[O-])n1 | 22% | 11% | -1% | -5% | -4% | 12%[46 µM] | -5% | 2% |
| CC(NC(=O)c1ccccc1NC(=O)c1ccco1)C(=O)O (stereo not given) | ? | 5% | 1% | i | 0.32µM* | -16% | 1% | ? |
| O=C(COc1ccccc1)NC1CCSC1=O (stereo not given) | 2% | -1% | -1% | 15% | 13% | nt | -7% | 7% |
| CC(NC(=O)c1c(Cl)cnn1C)C1CCCO1 (stereo not given) | 8% | -4% | nt | -3% | nt | nt | -1% | nt |
| CCOC(=O)CC(=O)CSc1[nH]c(=O)cc(C)c1C#N | nt | -16% | -5% | 3% | -2% | -2% | -7% | -1% |
| CCNC(=O)CC1C(=O)N(CC)C(=S)N1NC(=O)c1ccccc1 (stereo not given) | 0% | 4% | nt | i | nt | nt | 1% | nt |
| O=C(Cc1ccccc1)N/N=C/C=C/c1cccc([N+](=O)[O-])c1 | 1% | 13% | -5% | -8% | -12% | 5% | ? | 6% |
| COc1ccc(/C=N/OCC(=O)N=Nc2c(O)[nH]c3ccc(Br)cc23)cc1 | nt | 5% | -2% | -3% | -14% | nt | 5µM* | -6% |
| O=C(O)c1ccccc1-c1ccccc1C(=O)NCc1cccnc1 | 17% | -12% | 2% | 17% | nt | nt | -7% | -3% |
| c1cnc2c(C3NCCc4c3[nH]c3ccccc43)cccc2c1 (stereo not given) | -10% | 1% | nt | 0% | nt | nt | 4% | ? |
| Cc1nn(-c2ccccc2)c2sc(C(=O)OCN3C(=O)c4ccccc4C3=O)cc12 | -4% | -6% | 0% | 1% | -23% | 6% | -1% | -2% |
| CCCCc1ccc(/C=C2\C(=O)ON=C2c2ccccc2)s1 | 3% | 9% | -1% | -5% | -7% | -7% | ? | -4% |
| CCOc1ccc(C(F)(F)F)cc1NC(=O)c1ccc(OC)c([N+](=O)[O-])c1 | 2% | 6% | 0% | 9% | -3% | -4% | 3% | ? |
| CC(=O)Nc1ccc(NC(=O)CSCCc2ccccn2)cc1 | -2% | -2% | -7% | -2% | 24% | -15% | -5% | -6% |
| COc1cc(CC(NC(C)=O)C(=O)NC2CCN(c3c(Cc4ccccc4)c(C)nc4ncnn34)CC2)cc(OC)c1 (stereo not given) | 2% | 0% | -2% | -2% | -9% | -7% | ? | 18% |
| CCn1c2c(c(=N)c3c1CCC3)CCCC2 | -4% | 7% | nt | -2% | nt | nt | -4% | nt |
| O=C(CCN1C(=O)C2C3C=CC(C4CC34)C2C1=O)Oc1ccccc1 (stereo not given) | 3% | 6% | 0% | i | 7% | nt | -6% | -7% |
| CC(=O)NCCCc1nc2ccccc2n1Cc1ccccc1C | nt | 7% | 17% | -7% | ? | 0% | -6% | 9% |
| CC(=O)Nc1ccc(Oc2ccccc2)cc1 | 3% | 22% | nt | i | nt | nt | -5% | 4% |
| CCCn1c(SCC(=O)NCc2ccc(Cl)cc2)n[nH]c1=O | 1% | -2% | 1% | -5% | 7% | nt | 1% | 0% |
| c1ccc(Oc2nc(-c3cccnc3)nc3ccccc23)cc1 | 19% | -14% | nt | -5% | nt | nt | ? | nt |
| O=C(NC1CCCCC1)C(c1cccs1)N(C(=O)Cc1c[nH]c2ccccc12)c1ccc(F)cc1 (stereo not given) | -5% | -15% | -2% | -5% | 18% | ? | -17% | -5% |
| O=C(CSc1nnc(-c2ccncc2)o1)NCc1ccccc1Cl | 10% | 6% | 0% | ? | 4% | 3% | 2% | -9% |
| CC(=O)Nc1ccc(S(=O)(=O)N2C3CCCC2CC(NC(=O)C2CCCCC2)C3)cc1 (stereo not given) | -12% | -1% | 3% | -5% | -5% | 3% | 8% | 5% |
| Nc1c(Br)cc(Br)c(N2CCCC2=O)c1Br | 5% | 3% | 0% | 10% | -7% | 2% | -5% | 1% |
| Nc1ccccc1OCP(=O)(c1ccccc1)c1ccccc1 | -13% | -2% | 3% | ? | -5% | ? | 8% | 17% |
| COc1cc(C)nc(-c2csc(C)n2)n1 | 14% | -6% | nt | i | nt | nt | -6% | 2% |
| CCN(CC)S(=O)(=O)c1ccc(N2CCN(S(=O)(=O)c3ccc4c(c3)OCCO4)CC2)nc1 | nt | ? | 3% | -1% | -37%[inhibitor] | ? | -7% | -6% |
| Cc1noc(C)c1S(=O)(=O)N1CCC(C(=O)N2CCN(C(=O)c3ccco3)CC2)CC1 | nt | 2% | -5% | i | 6% | -2% | -10% | -1% |
